Assay outcomes as filed in PubChem BioAssay.
FUS yeast rescue – qHTS for Suppressors of FUS Proteinopathy: Primary screen using FUS-linked yeast assay; S. cerevisiae FUS-expressing, growth rescue, OD600, 24 h; Potency, µM (highest dose often 76.6 µM), inactives show at the top dose growth rescue (activation), most hits filed as activators; actives 0.24% (n = 390,000); AID 1347120, 2019;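 note: potency is the fitted concentration of half-maximal effect; plate controls were DMSO vehicle for no effect and reference control for full effect; nearly all actives have a fitted effect of over 55% in size; some results filed as inactive show a strong effect at the top dose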
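Read-out: OD at 600 nm after 24hr at 30C, reporting rescue of FUS-induced yeast toxicity. Cells at OD 0.005 in galactose (2%) minimal medium; compounds tested in a dilution series; CP55940 titration from 92uM final as control.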
PTHR1 agonist – qHTS for PTHR1 Agonists: Primary Screen; Potency, µM (doses to about 115 µM), without a hit: at the top dose activation, actives largely listed as activators; Parathyroid hormone/parathyroid hormone-related peptide receptor (Homo sapiens), Q03431; AID 743266, 2014; actives 0.075% (n = 410,000); HEK293 GP2 PTHR1 cells, GloSensor cAMP luminescence, 1 h; note: potency is the fitted concentration of half-maximal effect; nearly all actives have a fitted effect of over 55% in size; some results filed as inactive show a strong effect at the top dose; inactives centre near -15; many of its hits are not listed in these tables
Target sequence (Q03431 whole entry, looked up): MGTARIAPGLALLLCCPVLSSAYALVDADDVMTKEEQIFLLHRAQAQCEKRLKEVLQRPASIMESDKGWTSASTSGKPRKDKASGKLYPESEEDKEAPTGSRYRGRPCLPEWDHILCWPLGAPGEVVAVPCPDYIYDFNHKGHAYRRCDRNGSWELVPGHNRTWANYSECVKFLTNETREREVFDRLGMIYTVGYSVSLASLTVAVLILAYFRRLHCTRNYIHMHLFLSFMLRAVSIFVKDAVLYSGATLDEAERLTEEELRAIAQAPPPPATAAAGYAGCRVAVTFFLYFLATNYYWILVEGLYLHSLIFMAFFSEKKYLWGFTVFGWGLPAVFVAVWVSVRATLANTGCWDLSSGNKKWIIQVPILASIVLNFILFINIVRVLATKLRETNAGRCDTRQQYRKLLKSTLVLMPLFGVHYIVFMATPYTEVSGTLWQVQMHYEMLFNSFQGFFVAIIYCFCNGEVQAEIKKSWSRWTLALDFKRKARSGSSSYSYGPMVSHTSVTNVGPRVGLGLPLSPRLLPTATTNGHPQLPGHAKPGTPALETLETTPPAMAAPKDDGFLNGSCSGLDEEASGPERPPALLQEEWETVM
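HEK-293-derived GP2 cells expressing PTHR1 and a GloSensor cAMP reporter, 3,000/well, plated overnight, given luciferin plus IBMX (each 0.5 mM as added) for 1 h at 37 °C, then compound for 1 h at 37 °C. Luminescence was read after 15 min at room temperature.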
TDP-43 yeast inh – qHTS of TDP-43 Inhibitors | actives 1.8% (n = 410,000) | Potency, µM (series often up to 46.1 µM), for inactives: at the highest dose growth rescue (activation), usual class: activators | TDP-43 expressing yeast growth rescue, BacTiter-Glo, 24 h; note: potency is the fitted concentration of half-maximal effect; % of control where 0% means no effect; nearly all actives have a fitted effect of over 50% in size
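Yeast expressing TDP-43 (pregrown in raffinose, seeded at OD600=0.02 in galactose medium) exposed to compounds 24 hr at 30 deg C. Growth read by BacTiter-Glo luminescence; rescue of toxicity appears as increased signal.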
Abeta rescue – qHTS for compounds that reverse cellular toxicity of Amyloid beta (A-beta) peptide in yeast: Primary Screen. AID 1347071, 2019. Potency, µM (titrated, usually from 46.1 µM), for inactives: top-dose growth rescue, usual class: activators. yeast expressing A-beta42, growth rescue, OD600, 48 h; response scale: 0% DMSO, 100% iron-clioquinol control. actives 0.063% (n = 410,000); note: potency is the fitted concentration of half-maximal effect; nearly all actives have a fitted effect of over 55% in size
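Yeast growth medium received pinned compounds, then yeast cells expressing toxic A-beta were added; plates incubated at 30 C for 48 hr. Growth read as absorbance at 600 nm, normalized to DMSO and equimolar FeCl3 plus clioquinol controls.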
MmCpn inh – Inhibitors of TCP-1 ring complex (TRiC) of Methanococcus maripaludis (MmCpn): qHTS; Chaperonin Mm-Cpn (Methanococcus maripaludis); purified Mm-Cpn ATPase, ADP Transcreener TR-FRET; Potency, µM (series often up to 76.9 µM), for inactives: at the top dose activity, negative = inhibition, hits mostly inhibitors; actives 0.031% (n = 330,000); AID 504842, 2011; note: potency is the fitted concentration of half-maximal effect; % is set by controls: 0 for no effect and ±100 for the full control effect; nearly all actives have a fitted effect of over 80% in size
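Quantitative HTS used 25 nM Mm-CPN and 10 uM ATP in magnesium/KCl Tris buffer, pH 7.4, with 1 mM DTT. Hydrolysis ran 30 min at 37°C; ADP was read by HTRF.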
GLP1R inv ag – qHTS of GLP-1 Receptor Inverse Agonists (Inhibition Mode). HEK293 GLP-1R CRE-luciferase, luminescence, 24 h; GLP-1R form is constitutively active. Potency, µM (highest dose often 38.3 µM), inactives show at the top dose activity change, negative = inhibition, hits mostly inhibitors. actives 1.6% (n = 410,000). AID 624417, 2012; note: potency is the fitted concentration of half-maximal effect; % is set by controls: 0 for no effect and ±100 for the full control effect; nearly all actives have a fitted effect of over 55% in size
Target sequence (P43220 whole entry, looked up): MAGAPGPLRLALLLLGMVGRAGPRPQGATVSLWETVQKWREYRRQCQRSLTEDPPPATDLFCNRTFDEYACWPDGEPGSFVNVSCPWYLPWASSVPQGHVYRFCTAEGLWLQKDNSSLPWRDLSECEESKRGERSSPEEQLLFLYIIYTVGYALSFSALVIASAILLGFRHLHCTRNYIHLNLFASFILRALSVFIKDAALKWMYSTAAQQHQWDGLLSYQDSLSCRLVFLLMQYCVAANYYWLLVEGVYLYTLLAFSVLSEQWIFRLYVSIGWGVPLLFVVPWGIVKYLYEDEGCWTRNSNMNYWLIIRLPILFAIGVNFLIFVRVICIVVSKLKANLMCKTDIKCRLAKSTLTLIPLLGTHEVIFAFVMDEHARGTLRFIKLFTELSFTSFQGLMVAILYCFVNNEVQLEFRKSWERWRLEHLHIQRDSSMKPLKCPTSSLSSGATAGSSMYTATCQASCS
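Cells are plated, allowed 12 hours at 37 deg C, then treated with compounds for 24 hr before luciferase detection reagent is added and luminescence is read after 12 min at room temperature. The HEK293 line carries constitutively active GLP-1R with a cAMP-responsive reporter.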
Akt phos inh – HTS Assay for Inhibitors of Akt Phophorylation: Primary Screen. Neuro2A IGF-stimulated pAkt S473 HTRF, 20 min; active compounds read low. activity change, % for hits at 50 µM. actives 0.32% (n = 360,000). AID 651550, 2012; in the data active = activity change below about -80%; inconclusive = mostly about -51% to -80%; note: % is set by controls: 0 for no effect and ±100 for the full control effect
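Neuro2A cells (4,500/well, DMEM with 0.5% FBS) were treated with compound at a single 50 µM final concentration, stimulated with 6 nM IGF for 20 min at 37 °C, and lysed. Phospho-Akt Ser473 was read by HTRF as 665/615 ratio ×10^4.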
HEK293 tox – qHTS of GLP-1 Receptor Inverse Agonists: Cytotox Screen | HEK293 cAMP-luciferase reporter cells, luminescence, 24 h | Potency, µM (highest dose often 38.3 µM), for the others: at the highest dose activity change, negative = inhibition, most hits filed as inhibitors | actives 0.13% (n = 410,000);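 note: loss of luciferase light is scored as toxicity; potency is the fitted concentration of half-maximal effect; % is set by controls: 0 for no effect and ±100 for the full control effect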
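Step one: seed cells (200 cells/uL, DMEM with 10% Nu serum, 1% pen-strep). Step two: 12-hour incubation at 37 deg C. Step three: pin 23 nL compound, incubate 24 hr. Step four: add luciferase reagent, read luminescence 12 min later.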
aSyn yeast inh – qHTS of alpha-syn Inhibitors; AID 652106, 2013; actives 0.14% (n = 370,000); Yeast expressing alpha-synuclein, growth rescue, BacTiter-Glo, 24 h; Potency, µM (doses to about 46.1 µM), without a hit: top-dose growth rescue (activation), actives largely listed as activators; note: potency is the fitted concentration of half-maximal effect; % of control where 0% means no effect; nearly all actives have a fitted effect of over 65% in size
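Galactose-induced alpha-syn yeast (OD600=0.02, raffinose-pregrown) + pinned cpd, 24 hr, 30 deg C; growth by BacTiter-Glo luminescence. Growth restoration scores as activation.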
* marks the source's active call; other numbers are inactive results; i = inactive; ? = inconclusive; · = not tested or not shown; & = joins results of further samples; [ ] = another dose, or the depositor's remark. Unless noted, calls come from the whole dose curve; as a rule, active = well fitted curve in the direction sought with a large enough effect; inconclusive = small, poorly fitted or top-dose-only effect, or another doubt; inactive = no such curve, though single readings can be large; an effect the other way counts as inactive or inconclusive. A portion of the library (hit frequency here may not be typical).

SMILES | FUS yeast rescue | PTHR1 agonist | TDP-43 yeast inh | Abeta rescue | MmCpn inh | GLP1R inv ag | Akt phos inh | HEK293 tox | aSyn yeast inh
O=C(Nc1ccc2nc([C@@H]3O[C@H](CO)[C@@H](O)[C@H](O)[C@H]3O)[nH]c2c1)NC(c1ccccc1)c1ccccc1 | 2% | -20% | 13% | -11% | · | 28% | i | -1% | -4%
CCN(CC)C(=O)CSc1nc(-c2ccccc2)ccc1C#N | -4% | i | 1% | 6% | 2% | 8% | i | 12% | 4%
NS(=O)(=O)c1ccc(N/N=C/c2cn(-c3ccccc3)nc2-c2ccccc2)c([N+](=O)[O-])c1 | 30% | i | 0% | -2% | 2% | -9% | i | -14% | -10%
Cc1ccc(NC(=O)c2ccc(S(=O)(=O)N3CCCCCC3)cc2)nc1 | 33% | -30% | 17% | 2% | -2% | ? | i | 3% | -1%
COc1ccc(S(=O)(=O)N(CC(=O)NC2CC2)Cc2ccccc2)cc1 | 6% | -49%[inhibitor] | -6% | 7% | 0% | -11% | i | -9% | 3%
NCCc1nnc(SCc2ccc(Cl)cc2)o1 | -25% | 2% | 28% | -5% | · | -15% | · | -14% | ·
O=C(NCCCO)C(=O)c1c(-c2ccccc2)cc2ccccn12 | 5% | i | -16%[1.82 µM] | 3% | 0% | 16% | i | ? | 3%
Cc1nnc(SCC(=O)NCc2ccco2)n1-c1ccccc1 | 15% | i | 8% | 23% | 2% | 2% | i | -10% | -7%
COc1ccc(C(=O)COC(=O)c2cc(=O)c3ccccc3o2)c(OC)c1 | -4% | 27% | 8% | -3% | · | -1% | i | -9% | -2%
Cc1ccc2c(c1)cc(C(=O)NCc1ccccc1C)n2C | -28% | i | 26%[9.22 µM] | -6% | · | ? | · | 2% | ·
COc1cc(-c2nc(-c3ccc4c(c3)-c3ccccc3S4(=O)=O)c(-c3ccccc3)[nH]2)cc(OC)c1O | ? | -17%[57.5 µM] | 7% | 21% | 0% | ? | i | -16% | 0%
CCOC(=O)c1cc(NC(=O)C2C3C=CC(O3)C2C(=O)O)cc(C(=O)OCC)c1 (configuration not stated) | 1% | -13% | -1% | -4% | 2% | 50%[activator] | i | -6% | 23%
CSCCC(NC(=O)c1ccccc1Br)C(=O)NNC(=O)c1csc(N2CCOCC2)n1 (configuration not stated) | 7% | -7% | 0% | -7% | 0% | 20% | i | -3% | -1%
CC1C/C(=C/c2ccncc2)C(=O)/C(=C/c2ccncc2)C1 (configuration not stated) | 36% | -96%[inhibitor] | ? | -93%[inhibitor] | -1% | ? | i | ? | 15%
COc1ccccc1-n1cnc2cc(NC(C)=O)ccc21 | 1% | i | 10% | -5% | 1% | 22% | i | 0% | 0%
CCOC(=O)c1c(-c2ccccc2)csc1NC(=O)CSc1nc(C)cc(C)n1 | 7% | -25% | 16% | 17% | -8% | ? | i | 6% | 8%
OCC[C@@H]1C[C@H](O)[C@@H](O)[C@@]2(OCCc3ccccc32)O1 | -44% | -6% | 0% | 2% | 1% | -3% | i | 5% | 4%
O=C(O)c1ccc2nc(-c3cc4cc(F)ccc4oc3=O)[nH]c2c1 | 8% | -31%[inhibitor] | -2% | -15% | · | 19% | · | 20% | ·
CC1CN(C2CCCCC2)C(=S)N(c2ccccc2)C1=O (configuration not stated) | 10% | i | 0% | 11% | · | ? | i | -5% | 5%
CCc1nnc(NC(=O)CSc2nccn2Cc2ccc(F)cc2)s1 | -14% | -57% | -14% | -16% | · | 7% | · | 1% | -6%
COc1ccc(CCNC(=O)Cc2c(C)c3ccc(O)c(C)c3oc2=O)cc1OC | -5% | i | 13% | -9% | · | -3% | · | 423%[activator] | ·
CC1(C)SC2C(NC(=O)COc3ccccc3)C(=O)N2C1C(=O)O (configuration not stated) | -20%&-19% | -5% | 26%&17% | 6%&7% | 0%&0% | 7%&8% | i | 0%&-3% | 1%&2%
Cn1c(CNC(=O)c2ccc(Cl)cc2)nnc1SCC(=O)NC1=NCCS1 | -18% | i | -7% | -7% | 2% | -6% | i | ? | 1%
O=C(NC(Cc1c[nH]c2ccccc12)C(=O)O)c1cccs1 (configuration not stated) | 8% | i | 9% | -7% | 0% | 0% | i | 15% | -7%
Fc1ccc(-c2cc(C(F)(F)C(F)F)[nH]n2)cc1 | 2% | -17% | ? | ? | 0% | ? | i | 1% | 0%

Carrying on.
SMILES | FUS yeast rescue | PTHR1 agonist | TDP-43 yeast inh | Abeta rescue | MmCpn inh | GLP1R inv ag | Akt phos inh | HEK293 tox | aSyn yeast inh
CCc1ccc(NC(=O)CC2C(=O)N(c3cccc(C)c3)C(=O)N2C2CC2)cc1 (configuration not stated) | 19% | i | 23% | 7% | 1% | -9% | i | -7% | 5%
Cc1ccc(NC(=O)c2c(C)nn(-c3ccccc3)c2Cl)c(C)c1 | -2% | -65%[inhibitor][57.5 µM] | 3% | -6% | -3% | ? | i | -7% | -14%
CCCCNC(=O)NC1C(NC(=O)NCCCC)N(C)C(=O)N1C (configuration not stated) | -1% | i | 19% | -5% | 2% | 14% | i | 9% | 1%
O=C(CN1C(=O)C2C3C=CC(C3)C2C1=O)Nc1ccc2nccnc2c1 (configuration not stated) | -8% | i | 19% | 0% | 0% | 10% | i | 2% | 2%
CC(=O)N1Cc2ccccc2CC1C(=O)NCc1ccccc1F (configuration not stated) | -15% | -10% | -27% | 2% | -1% | 40% | i | 2% | -4%
O=C(CCCNC(=O)c1ccc(Cl)cc1)Nc1nccs1 | -1% | i | -16% | 10% | 2% | -4% | i | -3% | -3%
CCC(=O)N1CCc2cc(Br)cc(S(=O)(=O)N3CCCC(C(=O)NC(C)(C)C)C3)c21 (configuration not stated) | 30% | i | -6% | -6% | 0% | 0% | i | 9% | -1%
CC(Sc1nnnn1-c1ccc(O)cc1)C(=O)NNC(=O)c1ccc(F)cc1 (configuration not stated) | · | -20% | 8% | -17% | 0% | -15% | i | -23% | -4%
COc1ccc(OC)c(S(=O)(=O)Nc2ccc3[nH]c(=O)[nH]c3c2)c1 | 3%&-13% | i | 15%&-6% | -1%&-9% | 1% | 11%&5% | i | -7%&-5% | 9%
CCOC(=O)[C@H]1[C@H]2COc3ccc(OC)cc3[C@@H]2N2C(=O)[C@H](C)NC(=O)[C@@]12C | -15% | i | 20% | 15% | 2% | 11% | i | 6% | 0%
CCOC(=O)C1(Cc2cccc(F)c2)CCN(CC(O)CO)CC1 (configuration not stated) | -7% | i | -14% | -7% | 0% | -15% | i | -3% | 0%
CN1CCN(c2ncc3c(n2)CCN(Cc2cc(Br)cs2)C3)CC1 | -19% | i | 19% | -4% | · | ? | · | -3% | ·
O=S(=O)(CCSc1ccc(C(F)(F)F)cn1)c1ccc(Cl)cc1 | -8% | -19% | 2% | -33%[inhibitor] | -5% | 3% | i | 15% | -1%
CC(C)(C)NC(=O)COC(=O)c1ccccc1C(=O)c1ccccc1 | -30% | -5% | 14% | 18% | 1% | 10% | i | -8% | 29%
CCOC(=O)Cc1csc(NC(=O)C(NC(=O)C2CCCCC2)C(C)C)n1 (configuration not stated) | 11% | -7% | -9% | 12% | -2% | -8% | i | 5% | -5%
CCc1ccc(C2CC(c3ccc(Cl)cc3)n3nc(N)nc3N2)cc1 (configuration not stated) | -3% | -23% | 0% | 0% | 4% | -17% | i | 15% | -2%
CCN(CC(=O)Nc1ccccc1C(F)(F)F)C(=O)c1oc2c(Cl)cccc2c1C | · | -15% | 6% | 6% | -7% | ? | i | 13% | 7%

Some entries already given, showing only TDP-43 yeast inh and PTHR1 agonist.
smiles,TDP-43 yeast inh,PTHR1 agonist
CCCCNC(=O)NC1C(NC(=O)NCCCC)N(C)C(=O)N1C (configuration not stated),19%,i
CN1CCN(c2ncc3c(n2)CCN(Cc2cc(Br)cs2)C3)CC1,19%,i

Reprinted at random: two compounds from above, in no set order.
SMILES | FUS yeast rescue | PTHR1 agonist | TDP-43 yeast inh | Abeta rescue | MmCpn inh | GLP1R inv ag | Akt phos inh | HEK293 tox | aSyn yeast inh
O=S(=O)(CCSc1ccc(C(F)(F)F)cn1)c1ccc(Cl)cc1 | -8% | -19% | 2% | -33%[inhibitor] | -5% | 3% | i | 15% | -1%
CC(C)(C)NC(=O)COC(=O)c1ccccc1C(=O)c1ccccc1 | -30% | -5% | 14% | 18% | 1% | 10% | i | -8% | 29%

An excerpt from above in order of the GLP1R inv ag value, largest number first.
Molecule,PTHR1 agonist,MmCpn inh,GLP1R inv ag,Akt phos inh,aSyn yeast inh
O=C(CN1C(=O)C2C3C=CC(C3)C2C1=O)Nc1ccc2nccnc2c1 (configuration not stated),i,0%,10%,i,2%
CCC(=O)N1CCc2cc(Br)cc(S(=O)(=O)N3CCCC(C(=O)NC(C)(C)C)C3)c21 (configuration not stated),i,0%,0%,i,-1%
CCOC(=O)C1(Cc2cccc(F)c2)CCN(CC(O)CO)CC1 (configuration not stated),i,0%,-15%,i,0%
